Screening data: PubChem, several laboratories
HIV peptide binding = inhibitors of HIV fusion peptide binding, primary screen, biochemical, uHTS, fluorescence dequenching (AID 1986) | cell-free peptide binding, fluorescence dequenching, 30 min; higher % means a stronger effect | 290,000 tested, 0.3% active | inhibition, % at 20 µM, or IC50 in µM where a hit was titrated; in the data active means inhibition mostly above about 52%, no sharp cut-off; inactive means mostly below about 76%; further: some results filed as inactive read as strong as hits
RSV antiviral HEp-2 = RSV antiviral activity via CPE protection, HEp-2 cells, primary 10 µM value included (AID 2391) | HEp-2 cells, RSV-induced CPE inhibition; higher % means a stronger effect | CPE inhibition, % at 10 µM; hits with a dose series show IC50 in µM | 310,000 tested, 0.13% active; in the data active means a potency from the dose series; inconclusive means CPE inhibition mostly from about 23% at the one dose, without a potency; inactive means the rest, 99 in 100 with CPE inhibition below about 21%; further: strong numbers were not always called active
LYP phosphatase = inhibitors of LYP phosphatase, biochemical, fluorescence intensity, uHTS (AID 1779); recombinant LYP phosphatase, fluorescence intensity; higher % means a stronger effect; inhibition, % at 11.5 µM; hits with a dose series show IC50 in µM; 290,000 tested, 0.054% active; in the data active means inhibition above about 50%;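 further: plate controls were vehicle with enzyme for no effect and no enzyme for full effect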
Siah-1 displacement = Siah-1 peptide-binding antagonists, primary screen, biochemical, fluorescence polarization, rhodamine-plectin, uHTS (AID 1817). 290,000 tested, 0.02% active. Siah-1 / rhodamine-plectin peptide fluorescence polarization; higher % means a stronger effect. E3 ubiquitin-protein ligase SIAH1 (Homo sapiens). one-dose displacement, % at 20 µM; IC50 in µM for titrated hits;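 active means displacement of at least 50% at 20 µM, with a fluorescence ratio check between 0.3 and a set limit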;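 further: plate controls were Siah plus tracer with DMSO for no effect and tracer alone without Siah for full effect; strong numbers were not always called active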
MgcRacGAP inhibition = MgcRacGAP GTPase-activating activity inhibitors, confirmation, biochemical, ADP Hunter fluorescence. Rac GTPase-activating protein 1 (Homo sapiens). MgcRacGAP-stimulated Rac1 GTP hydrolysis, ADP Hunter fluorescence; higher % means a stronger effect; GST-tagged Rac1 F28L mutant substrate. inhibition, % at 30 µM; hits with a dose series show IC50 in µM. 340,000 tested, 0.6% active;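 active means first-screen hits whose inhibition reached a set limit at any dose in the follow-up dose series; inconclusive means inhibition above the set first-screen limit but never retested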;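 further: fluorescence reports GDP produced by GAP-driven GTP hydrolysis; strong numbers were not always called active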
Large T inhibition = SV40 large T antigen inhibitors, biochemical (AID 1903). SV40 large T antigen ATPase/helicase inhibition assay; higher % means a stronger effect. inhibition, % at 20 µM; hits with a dose series show IC50 in µM. 310,000 tested, 0.39% active; in the data active means a potency from the dose series; inconclusive means inhibition mostly from about 32% at the one dose, without a potency; inactive means the rest, 99 in 100 with inhibition below about 32%; further: strong numbers were not always called active
Dengue-2 NS5 capping = Dengue-2 NS5 methyltransferase inhibitors, primary screen, biochemical, confirmation dose response (AID 588689); one-dose inhibition, % at 25 µM; IC50 in µM for titrated hits; 340,000 tested, 0.3% active; Dengue-2 NS5 methyltransferase capping enzyme assay, biochemical; higher % means a stronger effect; in the data active means a potency from the dose series; inconclusive means inhibition above about 29% without an active follow-up result
XIAP displacement = XIAP antagonists, biochemical, IAP family, fluorescence polarization (AID 1018). E3 ubiquitin-protein ligase XIAP (Homo sapiens). XIAP BIR domain, fluorescence polarization peptide displacement; higher % means a stronger effect. displacement, % at 20 µM, or IC50 in µM where a hit was titrated. 200,000 tested, 0.007% active; in the data active means displacement above about 50%; further: a part of the inactive calls stands beside numbers as strong as those of hits
AID2073 = inhibitors of Mint1-CaV2.2 protein interaction, biochemical, HTRF (AID 2073) | Voltage-dependent N-type calcium channel subunit alpha-1B (Homo sapiens) | HTRF protein-protein interaction, Mint1-CaV2.2; higher % means a stronger effect | inhibition, % at 20 µM; hits with a dose series show IC50 in µM | 290,000 tested, 0.19% active; in the data active means inhibition mostly above about 51%, no sharp cut-off; inconclusive means no clear call, values can overlap the other calls; inactive means mostly below about 53%; further: some results filed as inactive read as strong as hits
Numbers without * were called inactive; ? = inconclusive; . = not tested or not shown.

The line under a structure holds: HIV peptide binding	RSV antiviral HEp-2	LYP phosphatase	Siah-1 displacement	MgcRacGAP inhibition	Large T inhibition	Dengue-2 NS5 capping	XIAP displacement	AID2073
Cc1ccc(CNC(=O)[C@@H](NC(=O)C2CCN(C(=O)[C@@H](N)CC(C)C)CC2)C(C)C)cc1
    -0.8%	.	-8%	8%	-2%	10%	-6%	.	-6%
Cc1nc2c(C#N)c(-c3ccc(Cl)cc3)ccn2n1
    2.0%	-3.0%	-6%	2%	0%	2%	4%	-19%	0%
C=CCNc1nc2ccccc2nc1NS(=O)(=O)c1ccc(Br)cc1
    15%	2.9%	-4%	4%	6%	7%	1%	.	10%
O=C1N/C(=N/S(=O)(=O)c2ccccc2)S/C1=C/c1cccnc1
    12%	0.0%	2%	-3%	7%	1%	.	-16%	0%
CC(/C=N/Nc1ccc2nncn2n1)=C\c1ccccc1
    -1.9%	1.8%	3%	11%	-16%	13%	8%	.	-5%
CC1(C)Cc2nc(N)c(C(=O)NCCO)cc2CO1
    1.0%	0.4%	-8%	1%	4%	6%	-5%	-9.2%	0%
COCCN(C(=O)c1cc(-c2ccncc2)nc2ccccc12)c1c(N)n(CC(C)C)c(=O)[nH]c1=O
    .	-1.1%	.	.	-1%	10%	4%	.	.
COC(=O)c1ccc(CN2C(=O)NC(c3ccccc3)(c3ccccc3)C2=O)o1
    -0.4%	1.1%	-7%	5%	1%	18%	-6%	.	4%
Cc1ccc(OCc2cc(C(=O)N(C)CCn3ccnc3C)no2)cc1C
    3.0%	-1.1%	-8%	2%	10%	26%	-4%	.	6%
CCC(Oc1ccccc1)C(=O)Nc1nnc(S(=O)(=O)Nc2ccccc2)s1 (stereo not drawn)
    15%	0.7%	-7%	7%	-3%	.	3%	.	2%
COc1ccc(C)cc1NC(=O)C(Sc1nnc(Nc2ccccc2F)s1)c1ccccc1 (stereo not drawn)
    -1.9%	6.6%	6%	2%	2%	9%	0%	-7.5%	4%
COc1ccc(C=Nc2cccc3ncccc23)cc1
    6.5%	0.4%	-4%	18%	7%	15%	5%	-5.0%	14%
Cc1ccc(S(=O)(=O)NC(=O)Nn2c(C)nnc2C)cc1
    -1.7%	1.0%	-9%	2%	4%	3%	0%	-4.8%	-15%
COc1ccc(N2CCN(C(=O)c3cccc(NC4=NC5CS(=O)(=O)CC5S4)c3)CC2)cc1 (stereo not drawn)
    -1.3%	0.6%	-9%	2%	25%	19%	-3%	.	2%
O=C1[C@H]2[C@@H](c3ccc(F)cc3)N3C(=O)N(c4cccc(Cl)c4)C(=O)[C@@]3(Cc3ccccc3)[C@H]2C(=O)N1C1CCCCC1
    .	3.9%	.	.	3%	9%	-3%	.	.
CCCOC(=O)Nc1nnc(CCC)s1
    2.1%	-1.6%	0%	-2%	8%	1%	-2%	-2.0%	20%
O=C(CCN1CCCCCC1)Nc1cccc(F)c1
    0.0%	1.2%	3%	2%	11%	12%	-3%	-64%	-4%
CCC1CCCCN1CCCNC(=O)Cn1nc(-c2ccc(C)cc2)ccc1=O (stereo not drawn)
    2.9%	-0.4%	2%	1%	14%	-1%	1%	-6.5%	15%
COC(=O)C(/C=N/O)NC(=O)c1ccccc1 (stereo not drawn)
    0.3%	-0.5%	-1%	-3%	11%	10%	-4%	-8.0%	-16%
COc1ccc(S(=O)(=O)N2CCN(CC(=O)NC3CC3)CC2)cc1
    0.9%	2.3%	-17%	-4%	4%	7%	-8%	.	1%
O=C(CSc1nc(-c2cccs2)cc(C(F)(F)F)n1)Nc1cc(OCC(F)(F)F)cc([N+](=O)[O-])c1
    1.8%	1.1%	-4%	2%	7%	2%	-7%	-0.5%	11%
Nc1nonc1-n1nncc1-c1ccccc1
    5.3%	3.1%	-8%	3%	11%	3%	1%	0.4%	4%
Oc1c(Cl)cc(Cl)cc1C=Nc1cc(C(F)(F)F)ccc1N1CCc2ccccc2C1
    7.7%	10%	10%	-2%	4%	6%	-1%	.	5%
Cc1ccc(C(=O)N/C(=C/c2cn(-c3ccccc3)nc2-c2ccccc2)C(=O)O)cc1
    6.5%	3.4%	2%	3%	3%	15%	-5%	2.3%	11%
Cc1cc(C)cc(N(CC(=O)NC2CCCCC2)C(=O)CCC(=O)Nc2cc(C)ccn2)c1
    -1.1%	.	-1%	1%	-2%	.	.	-7.8%	0%
COc1ccc(Cl)cc1NC(=O)CNCC(c1ccccc1)N(C)C (stereo not drawn)
    -1.4%	-0.7%	-3%	0%	22%	18%	5%	-4.0%	-9%
CC(C)c1ccc(NC(=O)C2C3C=CC4(O3)C2C(=O)N(CCCN2CCCCC2)C4C(=O)NC2CCCCC2)cc1 (stereo not drawn)
    1.6%	1.1%	-2%	3%	6%	12%	4%	.	-6%
COc1ccc(-c2nc(SC)n(C)c(=O)c2C#N)cc1OC
    -2.8%	0.3%	6%	0%	9%	2%	1%	-9.0%	3%
C/C(=N\NC(=O)c1ccc(Br)cc1)C1C(=O)c2ccccc2C1=O
    37%	19%	-4%	-4%	12%	7%	7%	-5.4%	-3%
O=C(N[C@@H](Cc1ccccc1)C(=O)OCc1ccccc1)c1nc[nH]c1C(=O)NCc1ccccc1
    0.0%	2.5%	14%	6%	2%	11%	-4%	-5.7%	2%

Next part
The line under a structure holds: HIV peptide binding	RSV antiviral HEp-2	LYP phosphatase	Siah-1 displacement	MgcRacGAP inhibition	Large T inhibition	Dengue-2 NS5 capping	XIAP displacement	AID2073
Cn1nc(C(=O)NCCCN2CCCCC2)c2c1-c1ccccc1SC2
    -1.3%	-3.4%	-8%	-4%	8%	.	-12%	.	7%
Cc1ccc2nc(Nc3nc(CSc4nc5ccccc5s4)cc(=O)[nH]3)nc(C)c2c1
    -1.3%	2.7%	-3%	9%	9%	19%	-2%	-0.2%	25%
CCOc1ccc(C2C(C#N)=C(N)Oc3cc(C)oc(=O)c32)cc1 (stereo not drawn)
    -1.6%	2.0%	-6%	0%	2%	9%	-7%	15%	7%
COC(=O)[C@H](CCSC)NC(=O)Nc1ccc(C(C)C)cc1
    0.9%	1.2%	2%	6%	6%	0%	-2%	-3.7%	-3%
O=C(C1CCN(CC2CC=CCC2)CC1)N(CCc1ccccc1)Cc1ccccc1 (stereo not drawn)
    -2.4%	-0.9%	-4%	-3%	17%	7%	-6%	0.3%	-3%
CCCCCCCCC(=O)Nc1cc(C)ccc1OC
    2.3%	5.4%	-2%	5%	9%	19%	-6%	3.6%	13%
O=C(NCc1ccccc1)c1ccccc1Br
    -0.3%	1.8%	-3%	9%	6%	2%	2%	-6.9%	2%
COc1cccc(-c2nc(C(N)=O)c3[nH]c(=O)n(-c4ccccc4)c3n2)c1OC
    2.6%	4.9%	1%	8%	4%	2%	-1%	-2.2%	11%
C=CCN1C(=O)CN=C1Nc1cc(C)cc(C)c1
    -1.2%	0.2%	-13%	6%	4%	8%	-4%	0.6%	-4%
O=C(c1cc(F)ccc1F)N1CCC(N2CCC(C(=O)N3CCCC3)CC2)CC1
    6.5%	1.8%	-8%	2%	0%	5%	-1%	.	3%
O=C(CN1C(=O)NC2NC(=O)NC21)N/N=C/c1ccccc1F (stereo not drawn)
    -0.1%	2.2%	-3%	-2%	.	4%	.	-7.6%	-4%
Cc1cc(S(=O)(=O)NCC(c2ccccc2)c2ccccc2)ccc1-n1cnnn1
    -2.4%	1.3%	-4%	0%	-10%	25%	-2%	-8.8%	-6%
O=C(c1ccc2c(c1)OCCO2)C1CCN(C(=O)Nc2ccccc2F)CC1
    0.1%	3.1%	-7%	-2%	4%	8%	-4%	.	16%
O=c1cc(-c2cccnc2)oc2c1ccc1ccccc12
    -1.7%	8.4%	-7%	15%	.	7%	.	.	29%
O=C1c2cccc3cc([N+](=O)[O-])cc(c23)C(=O)N1/N=C/c1ccc(O)cc1O
    9.8%	-2.4%	-2%	-5%	14%	2%	25%	.	33%
COc1ccc(CNc2ncc(-c3ccccc3)n2C)c2ccccc12
    0.4%	4.8%	-9%	-2%	24%	15%	-8%	.	3%
COC(=O)C1=C(C)NC(=O)/C1=C\c1cc(C)n(-c2ccccc2F)c1C
    4.5%	?	-8%	2%	12%	6%	6%	-5.9%	17%
COc1ccc(CCn2nnnc2C(c2ccc(C)cc2)N2CCN(C)CC2)cc1OC (stereo not drawn)
    2.9%	-0.2%	-5%	0%	4%	19%	-4%	-3.8%	-9%
CC(=O)c1cccc(NC(=O)C2CCCN2S(=O)(=O)c2cccc3cccnc23)c1 (stereo not drawn)
    1.7%	0.9%	-4%	-1%	3%	0%	-3%	-6.6%	31%
CCCNC(=S)N1CCN(C(c2ccccc2)c2ccccc2)CC1
    -1.6%	6.0%	1%	6%	6%	2%	0%	-22%	-10%
COCCNC(=O)C(=O)N/N=C/c1ccccc1C(F)(F)F
    2.4%	0.5%	-6%	8%	8%	6%	3%	-0.9%	16%
COc1ccc(C2C(C(C)=O)=C(C)N=c3s/c(=C\c4cc(C)n(C)c4C)c(=O)n32)c(OC)c1 (stereo not drawn)
    2.3%	7.2%	3%	-6%	6%	6%	?	-14%	24%
O=C(COC(=O)c1ccc(Sc2ccccc2)c([N+](=O)[O-])c1)NC1CCS(=O)(=O)C1 (stereo not drawn)
    -1.1%	0.9%	6%	0%	14%	-8%	-1%	-2.9%	1%
COC(=O)c1c(NC(=O)CSc2nnnn2-c2ccccc2)sc2c1CCC(C)C2 (stereo not drawn)
    1.2%	20%	13%	0%	12%	10%	-1%	-9.6%	?
CCOc1ccc(-c2cn3ccccc3n2)cc1[N+](=O)[O-]
    -0.2%	4.0%	-9%	-3%	7%	15%	3%	-4.2%	-1%
CCOC(=O)C1CCN(C/C=C/c2ccccc2[N+](=O)[O-])CC1
    1.7%	0.3%	-9%	10%	16%	1%	-4%	.	9%
COc1cc2c(cc1OC)C(c1ccccc1F)OC(=O)C2 (stereo not drawn)
    1.6%	1.0%	-4%	7%	5%	9%	0%	-6.6%	0%
COc1ccc(OC)c(NC(=O)c2ccc(NS(=O)(=O)c3c(C)noc3C)cc2)c1
    -2.5%	1.8%	-1%	3%	0%	4%	-2%	-1.2%	-1%
S=c1nc(COc2ccccc2)[nH]c2ccccc12
    -0.8%	1.2%	-3%	-4%	-5%	9%	-2%	.	32%
CCN(CC)CCNC(=O)c1ccc(NC(=O)c2cc(S(=O)(=O)N3CCCCC3)ccc2C)cc1
    .	-3.5%	.	.	5%	7%	1%	.	.
Cc1onc(-c2ccccc2Cl)c1C(=O)Nc1cccnc1
    0.2%	-1.5%	0%	-2%	-4%	-3%	-4%	-5.0%	-3%
O=C(c1ccccc1S(=O)(=O)NCc1ccccc1)N1CCCC1
    -2.1%	0.1%	-8%	-4%	-5%	5%	3%	-3.8%	-1%
O=C(C1CCCO1)N1CCN(c2ncccn2)CC1 (stereo not drawn)
    -1.6%	0.7%	-9%	-7%	3%	5%	4%	-4.7%	3%
